Bioassay records deposited in PubChem by National Center for Advancing Translational Sciences (NCATS).
RXFP1 ag: RXFP1 (human) receptor agonism | Q9HBX9 | HEK293T-RXFP1 cAMP TR-FRET, 30 min; response scale: percent of porcine relaxin response, buffer zero | Potency, µM (highest dose often 57.5 µM), inactives show at the top dose activation, actives largely listed as activators | 370,000 compounds, 0.3% hits | AID 2676; also: potency is read from the fitted curve at half-maximal effect; % is scaled to controls: 0 for no effect and ±100 for the full control effect; nearly all actives have a fitted effect of over 60% in size; many of its hits are not listed in these tables
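Agonist response is measured as cAMP accumulation in an RXFP1-transfected HEK293T line under PDE4 inhibition. Values are scaled between buffer-only and 29 nM porcine relaxin, and EC50s come from standard Hill equation fits.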
D1 antagonist: antagonists of human D1 dopamine receptor | activity change, negative = inhibition, % at 10 µM | P21728 | HEK293 TREx D1 cells, calcium flux, dopamine EC80; stronger effect = lower value | 360,000 compounds, 3.2% hits; in the data active = activity change below about -30%; also: % is scaled to controls: 0 for no effect and ±100 for the full control effect
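Kinetic fluorescence of a calcium dye serves as the read-out. D1-expressing Hek293 Trex cells, induced overnight at 30 C, are exposed to compound for 180 s before an EC80 dopamine addition, then read 180 s further.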
Anesthetic bind: binds horse apoferritin like a general anesthetic; Potency, µM (series often up to 77.5 µM), inactives show top-dose activity change, negative = displacement, hits mostly inhibitors; P02791; 350,000 compounds, 0.074% hits; apoferritin/1-aminoanthracene competitive binding, fluorescence; also: potency is read from the fitted curve at half-maximal effect; % is scaled to controls: 0 for no effect and ±100 for the full control effect; nearly all actives have a fitted effect of over 20% in size
Target sequence (P02791 2-175 limits assumed): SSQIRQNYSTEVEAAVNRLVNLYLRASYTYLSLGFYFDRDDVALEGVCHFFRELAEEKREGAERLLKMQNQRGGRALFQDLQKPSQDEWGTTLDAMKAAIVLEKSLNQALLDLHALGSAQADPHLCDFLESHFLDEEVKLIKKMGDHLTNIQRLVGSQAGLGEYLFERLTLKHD
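Probe: 1-aminoanthracene (50% saturated, PBS). Protein: horse-spleen apoferritin, 10 uM. Incubation: 10 min, room temperature. Detection: 380 nm excitation, 535 nm emission. Analysis: normalized response, four-parameter Hill.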
TRHR enhancer: allosterically enhances the human TRH receptor; enhancement, % at 2 µM; 360,000 compounds, 0.66% hits; AID 493056; P34981; TRHR cells, fluo-8 calcium fluorescence, EC20 TRH enhancement; in the data active = enhancement above about 30%; also: 0% is about no effect
Target sequence (P34981 whole entry, looked up): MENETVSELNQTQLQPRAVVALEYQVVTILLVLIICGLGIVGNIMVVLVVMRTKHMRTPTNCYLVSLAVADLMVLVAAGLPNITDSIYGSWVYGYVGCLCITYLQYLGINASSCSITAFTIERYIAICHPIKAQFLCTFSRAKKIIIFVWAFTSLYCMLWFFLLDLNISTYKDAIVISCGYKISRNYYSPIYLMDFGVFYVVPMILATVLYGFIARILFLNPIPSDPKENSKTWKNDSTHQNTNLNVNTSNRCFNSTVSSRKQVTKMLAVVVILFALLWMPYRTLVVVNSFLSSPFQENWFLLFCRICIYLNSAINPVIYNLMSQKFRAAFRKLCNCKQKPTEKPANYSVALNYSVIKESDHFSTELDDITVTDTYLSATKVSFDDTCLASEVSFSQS
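Enhancer read-out: after compound pinning and an initial kinetic agonist-mode read, an EC20 of TRH (10 nM final) was injected and fluo-8 calcium signal (Ex 480/Em 530) followed at 1 s/cycle for 100 cycles in TRHR-expressing cells.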
RXFP1 antag: RXFP1 (human) relaxin receptor antagonism | HEK293-RXFP1, relaxin-stimulated cAMP HTRF, 30 min; stronger effect = lower value | 350,000 compounds, 0.59% hits | activity change, negative = inhibition, % at 57.5 µM;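 active = activity change of -60% or lower, but not beyond a set lower limit; inconclusive = change between -60% and -40%, or beyond the set limit; inactive = change above -40%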; also: % is scaled to controls: 0 for no effect and ±100 for the full control effect
D2 potentiator: positive allosteric modulators of human D2 dopamine receptor | AID 485347 | potentiation, % at 10 µM | HEK293 T-REx D2, calcium flux, EC20 dopamine potentiation | 340,000 compounds, 0.34% hits | P14416;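 active = potentiation over 3 SD above the plate norm, cut at about 30% in these data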; also: 0% is about no effect
Target sequence (P14416 whole entry, looked up): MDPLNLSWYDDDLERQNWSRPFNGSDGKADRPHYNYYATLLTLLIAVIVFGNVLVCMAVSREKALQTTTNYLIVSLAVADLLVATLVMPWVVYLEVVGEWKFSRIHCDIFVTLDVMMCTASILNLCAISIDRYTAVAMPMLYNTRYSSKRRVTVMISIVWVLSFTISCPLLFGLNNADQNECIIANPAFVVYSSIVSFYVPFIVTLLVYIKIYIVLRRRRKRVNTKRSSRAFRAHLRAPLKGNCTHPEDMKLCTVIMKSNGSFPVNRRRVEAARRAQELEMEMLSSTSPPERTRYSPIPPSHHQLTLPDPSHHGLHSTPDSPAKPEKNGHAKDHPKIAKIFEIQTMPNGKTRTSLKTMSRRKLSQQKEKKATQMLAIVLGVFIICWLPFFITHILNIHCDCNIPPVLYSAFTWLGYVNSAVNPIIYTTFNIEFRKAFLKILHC
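Primary screen. Calcium kinetics in induced HEK293 T-REx D2 cells: compound pre-addition 180 s, EC20 dopamine, 180 s more.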
D1 PAM: potentiators of human D1 dopamine receptor. 360,000 compounds, 0.036% hits. P21728. potentiation, % at 10 µM. HEK293 TREx D1 cells, calcium flux, dopamine EC20 potentiation; in the data active = potentiation above about 30%; also: 0% is about no effect
D1 agonist: agonists of human D1 dopamine receptor | P21728 | HEK293 T-REx D1 cells, calcium flux, agonist mode | activation, % at 2 µM | 360,000 compounds, 1% hits | AID 504660; in the data active = activation above about 30%; also: 0% is about no effect
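Agonism was scored from calcium flux recorded over 180 s (1 read/s) after pintool compound addition, following a 10-cycle baseline. Cells were inducible force-coupled HEK293 TREx D1, plated overnight at 30 C and loaded with no-wash calcium dye.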
TRHR agonist: TRH receptor (human) agonism | P34981 | TRHR cells, calcium flux fluo-8, FDSS agonist mode | activation, % at 2 µM | 360,000 compounds, 0.18% hits; in the data active = activation above about 30%; also: 0% is about no effect
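Fluo-8-loaded TRHR cells; 10 s baseline, compound added, kinetic Ca2+ fluorescence read 1/s, agonist mode.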
* marks the source's active call; other numbers are inactive results; ? = inconclusive; nt = no result given; & = joins results of further samples; [ ] = dose if it differs, or a comment. Unless noted, calls follow the shape of the dose curve; as a rule, active = well fitted curve in the direction sought with a large enough effect; inconclusive = small, poorly fitted or top-dose-only effect, or another doubt; inactive = no such curve, though single readings can be large; an effect the other way counts as inactive or inconclusive. Not all compounds are listed, so the mix of outcomes need not match the whole.

SMILES,RXFP1 ag,D1 antagonist,Anesthetic bind,TRHR enhancer,RXFP1 antag,D2 potentiator,D1 PAM,D1 agonist,TRHR agonist
CCc1ccccc1NC(=O)[C@@H]1CCC(=O)N1C1OC(=O)c2c1ccc(OC)c2OC (some centres not stated),0.4%,-1,-4%,2,6,-4,0,1,0.1
Cc1ccc(S(=O)(=O)NCc2ccc(C(=O)N3CCN(c4ccccc4)CC3)cc2)cc1,-0.7%,-12,-1%,8,-3,14,-9,1,-0.8
O=C(CNC1=NCCC1)c1ccc(Cl)cc1,1.5%,-16,-7%,2,-5,-23,-7,3,2.0
Cc1nc2ccccc2c2oc(C(=O)NCC3CCCO3)cc12 (configuration not stated),-0.6%,11,-11%,-5,2,8,13,1,0.7
N#C/C(=C\C=C\c1ccccc1)C(=O)Nc1ccccc1,-0.4%,0,6%,-7,-2,-7,-3,19,-1.6
Cc1ccccc1Nc1nnc(SCC2CCCCO2)s1 (configuration not stated),2.4%,-9,-22%,0,-2,-11,3,4,0.2
O=C(COC(=O)c1cc(=O)[nH]c2ccccc12)c1cccs1,-0.6%,6,-10%,0,6,14,-2,0,-2.0
O=C(NCCc1cccc(Cl)c1)c1cc([N+](=O)[O-])ccc1Cl,0.1%,-16,3%,-6,0,-5,-7,0,0.4
CC(=O)N1CCOc2ccc(S(=O)(=O)N3C(C)CCCC3C)cc21 (configuration not stated),3.1%,3,-7%,-4,10,9,-2,0,0.2
COc1ccc(NC(=O)Cn2nnc(C(=O)NCc3ccc(C)cc3)c2N)cc1OC,-0.2%,-12,-9%,4,7,-3,-2,3,-0.4

Other entries.
SMILES,RXFP1 ag,D1 antagonist,Anesthetic bind,TRHR enhancer,RXFP1 antag,D2 potentiator,D1 PAM,D1 agonist,TRHR agonist
S=C(NCc1ccccc1)NC1CCCCC1,0.1%,-3,-12%,-2,3,-11,-4,1,0.5
O=C(Nc1c(Cl)cccc1Cl)c1cc(-c2ccco2)on1,4.0%,6,2%,2,-22,14,-4,5,0.2
CCC(c1nnc(SCC(=O)NCCc2ccc(OC)c(OC)c2)n1Cc1ccccc1)N(C)C (configuration not stated),-1.5%,9,-4%,1,-1,-6,-4,0,0.3
COCCNC(=O)c1nn(-c2ccc(Cl)cc2)nc1CO,-0.6%,-1,1%,-4,-8,3,-1,1,-0.4
COc1cc(NS(=O)(=O)c2ccc3c(c2)CCCN3C(C)=O)cc(OC)c1OC,1.6%,-2,-17%,3,11,-2,0,1,0.8
COc1cc2c3c(c1OC)C1(C=CC(=O)C=C1)CC3N(C(C)=O)CC2 (configuration not stated),2.6%,8,-2%,-3,1,-5,-5,0,0.0
COc1ccc(Cl)cc1NC(=O)C/C(C)=N/NC(=O)Cc1ccccc1,0.4%,-5,-5%,-13,-28,-2,1,4,0.9
CCOc1ccc(Nc2ccc3nonc3c2[N+](=O)[O-])cc1,0.0%,-12,2%,-7,-6,-8,-8,1,-1.3
CCc1cc2c(=O)c(-c3ccon3)c(N)oc2cc1OC,0.2%,-6,-9%,1,-6,-4,1,2,-2.5
O=C1CCC(C(=O)NCCN2C(=O)S/C(=C\c3cccnc3)C2=O)=NN1,5.5%,19,-2%,-6,-9,-3,-3,2,0.3

(further entries)
SMILES,RXFP1 ag,D1 antagonist,Anesthetic bind,TRHR enhancer,RXFP1 antag,D2 potentiator,D1 PAM,D1 agonist,TRHR agonist
COC(=O)C(NC(=O)c1ccccc1)c1ccccc1 (configuration not stated),1.4%,-5,-7%,6,14,3,-4,2,-0.2
O=C1C2CC=CCC2C(=O)N1CC(=O)N(Cc1ccccc1)C1CCS(=O)(=O)C1 (configuration not stated),1.8%,-9,-10%,-1,7,13,-6,1,-0.2
CC(=O)Nc1ccc(S(=O)(=O)N(C)CC(=O)OCC(=O)N2CCCC2=O)cc1,-1.0%,10,nt,10,3,3,-1,2,0.3
Oc1ccccc1/C=C/c1noc(-c2ccccc2O)n1,2.5%,-19,-21%,3,-7,-11,-4,1,0.8
NS(=O)(=O)c1ccc(CCNC(=O)Nc2ccc(Cl)cc2)cc1,-0.6%,-20,-6%,3,-1,-6,-6,7,-1.5
CC1CC(C)CN(C(=O)CCc2nnc3ccc(N4CCCCC4)nn23)C1 (configuration not stated),9.0%,1,-16%,-1,21,9,-8,2,-0.6
Cc1cc(C)cc(N2CC(c3nnc(NC(=O)c4ccco4)s3)CC2=O)c1 (configuration not stated),-1.4%,-1,-13%,-2,-18,7,0,-2,-0.8
COc1ccc(C2=Nc3ccc(OC(F)(F)F)cc3NC(c3cccnc3)=N2)cc1,-2.1%,3,-7%,-1,-9,8,-1,-1,-2.5
CCCCS(=O)(=O)N1CCN(S(=O)(=O)c2ccc(Cl)s2)CC1,-3.1%,3,-1%,0,-3,21,0,1,-0.6
COc1ccccc1Oc1ncnc2c1oc1ccccc12,1.0%,8,?,-1,12,3,-1,0,0.9

The listing continues.
SMILES,RXFP1 ag,D1 antagonist,Anesthetic bind,TRHR enhancer,RXFP1 antag,D2 potentiator,D1 PAM,D1 agonist,TRHR agonist
CSc1nc2ccc(NC(=O)c3c(F)cccc3F)cc2s1,1.5%,9,-12%,0,-6,-2,-2,-3,0.2
Cc1cccc(N2CCN(C(=O)c3cccc(NC4=NC5CS(=O)(=O)CC5S4)c3)CC2)c1C (configuration not stated),-1.9%,-13,?,-2,0,17,-22,2,-0.6
COc1ccc(-n2c(Cc3cccn3C)nnc2SCC(=O)NCC2CCCO2)cc1 (configuration not stated),-0.7%,3,3%,7,nt,14,7,2,-0.7
Cc1cc(Cl)ccc1OCC(=O)NCCOC(=O)Nc1sc(=S)n(C)c1C,1.4%,-11,-2%,-10,-25,-1,-12,0,-0.6
COc1ccc(-c2nc(Cn3c(SCc4cccc(Cl)c4)nc4ccncc43)c(C)o2)cc1,7.4%,-8,86%[activator],-1,nt,22,1,10,4.2
O=C(COC(=O)c1cncc(Br)c1)NCC12CC3CC(CC(C3)C1)C2,2.5%,-14,nt,3,6,10,4,3,-0.4
C=CCN(C(=O)c1csnn1)C(C(=O)NC1CCCCC1)c1ccccc1F (configuration not stated),3.0%,-5,-4%,15,-4,-1,-5,2,0.2
CN(C(=O)c1ccccc1[N+](=O)[O-])c1ccccc1C(=O)NCc1ccccc1,-0.1%,0,-9%,12,-8,nt,-4,2,0.9
Cc1cc2oc(C(=O)N(Cc3ccccc3F)C3CCS(=O)(=O)C3)c(C)c2cc1Cl (configuration not stated),-0.9%,3,-12%,0,?,4,3,5,0.7
CCO[C@H]1OC(C(=O)N2CCN(Cc3ccccc3)CC2)=C[C@@H](C2CCCCC2)[C@@H]1CCCO,-1.0%,-16,?,-2,nt,nt,-4,2,0.9

Next section:
SMILES,RXFP1 ag,D1 antagonist,Anesthetic bind,TRHR enhancer,RXFP1 antag,D2 potentiator,D1 PAM,D1 agonist,TRHR agonist
Nc1ccccc1C(=O)NNC(=O)C(=O)/C=C(\O)c1ccccc1,3.5%,-5,-8%,-1,-6,-8,-1,4,0.0
O=c1c(Cc2ccc(F)cc2)c(O)ccn1CCc1ccccn1,0.2%,nt,-4%,-3,2,-7,-4,0,0.1
Clc1cc2cccnc2c2ncccc12,0.0%,10,nt,-1,7,-1,-3,1,1.5
CC(C)(C)c1ccc(S(=O)(=O)N2CCN(c3ncccn3)CC2)cc1,3.7%,-1,-2%,20,-8,-1,-1,1,0.1
COC(=O)Cc1ccc(NC(=S)NCCCO)cc1,1.0%,-9,-8%,-1,7,-4,-3,4,0.7
COc1ccc(CC(=O)NCCS(=O)(=O)N2CCN(c3ccc(F)cc3)CC2)cc1OC,3.9%&-1.0%,11&-4,-3%&-6%,-4&4,14&-6,-5&2,4&0,7&11,-0.4&-0.1
O=C(NC1CCCC1)c1ccc2c(c1)N(Cc1ccc(F)cc1)CCS2,9.4%,12,27%,-6,-4,-7,-1,6,0.2
O=C(CSc1ncnc2c1cnn2Cc1ccccc1)Nc1ccc2c(c1)OCCO2,-0.1%,6,-5%,1,-19,-8,1,-1,0.5
O=C(Nc1ccc(Cl)c(Cl)c1)N1CC=C(c2ccccc2)CC1,2.5%,0,-8%,-1,-10,-5,-9,1,-1.4
COCCn1c(SCC(=O)Nc2nnc(C)s2)nnc1-c1ccoc1C,5.9%,8,-4%,0,3,1,-5,1,-0.9

An excerpt from above, showing only Anesthetic bind, RXFP1 ag and D1 antagonist.
Structure	Anesthetic bind	RXFP1 ag	D1 antagonist
Nc1ccccc1C(=O)NNC(=O)C(=O)/C=C(\O)c1ccccc1	-8%	3.5%	-5
O=c1c(Cc2ccc(F)cc2)c(O)ccn1CCc1ccccn1	-4%	0.2%	nt

Going on with the list:
SMILES,RXFP1 ag,D1 antagonist,Anesthetic bind,TRHR enhancer,RXFP1 antag,D2 potentiator,D1 PAM,D1 agonist,TRHR agonist
O=C(/C(=N/O)n1cncn1)c1ccccc1Cl,0.0%,-20,-2%,-8,-18,-7,-2,1,-0.1
CSc1nc(NS(=O)(=O)c2cc(C)c(Cl)cc2Cl)nn1C,2.5%,-6,1%,-2,1,-7,-3,5,0.5
COc1ccc(NC(=O)CSc2nnc(NC(=O)c3ccccc3C(=O)O)s2)cc1,-0.3%,-4,-5%,-6,-21,13,-4,3,0.3
CC1(C)CC(=O)C2=C(C1)OC(N)=C(C#N)C2c1ccccc1 (configuration not stated),1.1%,8,-11%,0,10,-6,-1,1,-0.8
COC(=O)c1ccc(S(=O)(=O)c2ccc(C(=O)OC)s2)s1,-1.1%,12,-11%,-3,12,-1,-4,1,-0.1
CN(C)CCOC(=O)NC12CC3CC(CC(C3)C1)C2,1.0%,-9,4%,9,-3,-10,2,3,0.2
